TRb SRC2 PPI – disrupts binding of human TR beta to SRC2; TRbeta-SRC2 peptide binding, fluorescence polarization; receptor liganded with 1 µM T3; actives 0.065% (n = 280,000); P10828; AID 1469; Potency, µM (series often up to 106 µM), inactives show at the highest dose activity change, negative = inhibition, usual class: inhibitors;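 further: plate controls were bound peptide for no effect and peptide without receptor for full effect; nearly all actives have a fitted effect of over 50% in size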
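Decrease in fluorescence polarization of 20 nM Texas Red SRC2 coactivator peptide flagged inhibition of its binding to 0.6 uM TRb LBD; 1 uM T3 included, incubation 5 hr, ex 555/em 632 nm.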
Tau fluor counter – counter-screen for tau fibril formation inhibitors | tau K18 P301L Alexa594 fluorescence, heparin fibrillization | Potency, µM (top dose mostly 57.7 µM), inactives show at the top dose activity change, negative = decrease | actives 0.93% (n = 280,000) | AID 1463; further: nearly all actives have a fitted effect of over 55% in size
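Human K18 P301L tau (15 uM unlabeled plus 0.24 uM Alexa 594-labeled, final) in 100 mM sodium acetate pH 7 was mixed with compound and 20 uM heparin and incubated 6 hr at 37 C.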
TexasRed fluor – alters Texas Red total fluorescence, flagging assay interference. Potency, µM (series often up to 106 µM), inactives show top-dose fluorescence change, negative = quenching. actives 0.29% (n = 280,000). TRb/SRC2 Texas Red total fluorescence interference. AID 1479; active means well fitted curve in either direction with a large enough effect; inconclusive means small, poorly fitted or top-dose-only effect
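Human TRβ ligand-binding domain (0.6 uM) and Texas Red SRC2 peptide (20 nM) in Tris buffer with 1 uM T3 and 5% DMSO were incubated with pinned compound for 5 hr at ambient temperature. Total fluorescence was computed as S + 2P (555/632 nm).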
Tau fibril FP – inhibitors of human tau fibril formation | Potency, µM (highest dose often 57.7 µM), for inactives: top-dose activity, negative = inhibition, usual class: inhibitors | K18 P301L tau heparin fibrillization, Alexa594 FP, 6 h | actives 0.39% (n = 280,000) | AID 1468; further: nearly all actives have a fitted effect of over 55% in size
Target sequence (P10636 561-689 P618L limits assumed): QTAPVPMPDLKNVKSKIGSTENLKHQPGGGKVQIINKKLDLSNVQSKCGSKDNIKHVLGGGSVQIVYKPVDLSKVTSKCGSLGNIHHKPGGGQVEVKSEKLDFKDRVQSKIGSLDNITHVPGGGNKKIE
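Read-out: fluorescence polarization of Alexa 594-labeled tau (0.24 uM), 555 nm excitation, 632 nm emission. Mixtures held 15 uM unlabeled K18 P301L, compound and 20 uM heparin, pH 7 acetate buffer, incubated 6 hr at 37 C.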
ALDH1A1 block – inhibitors of human aldehyde dehydrogenase 1A1; P00352; Purified ALDH1A1, NADH fluorescence, propionaldehyde substrate; Potency, µM (top dose mostly 75.3 µM), for inactives: at the highest dose activity, negative = inhibition, actives largely listed as inhibitors; actives 7.3% (n = 220,000); AID 1030; active means well fitted inhibition curve with a large enough effect, not every such curve was filed as active; inconclusive means small, poorly fitted or top-dose-only effect, or another doubt; inactive means no such curve, though single readings can be large or run the other way;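 further: plate controls were no enzyme wells and a reference inhibitor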
L3MBTL1 block – blocks human L3MBTL1; Q9Y468; AlphaScreen L3MBTL1–H3K9me1 peptide binding; Potency, µM (series often up to 57.1 µM), for the others: top-dose activity, negative = inhibition, usual class: inhibitors; actives 0.66% (n = 230,000); further: nearly all actives have a fitted effect of over 60% in size
Target sequence (Q9Y468 whole entry, looked up): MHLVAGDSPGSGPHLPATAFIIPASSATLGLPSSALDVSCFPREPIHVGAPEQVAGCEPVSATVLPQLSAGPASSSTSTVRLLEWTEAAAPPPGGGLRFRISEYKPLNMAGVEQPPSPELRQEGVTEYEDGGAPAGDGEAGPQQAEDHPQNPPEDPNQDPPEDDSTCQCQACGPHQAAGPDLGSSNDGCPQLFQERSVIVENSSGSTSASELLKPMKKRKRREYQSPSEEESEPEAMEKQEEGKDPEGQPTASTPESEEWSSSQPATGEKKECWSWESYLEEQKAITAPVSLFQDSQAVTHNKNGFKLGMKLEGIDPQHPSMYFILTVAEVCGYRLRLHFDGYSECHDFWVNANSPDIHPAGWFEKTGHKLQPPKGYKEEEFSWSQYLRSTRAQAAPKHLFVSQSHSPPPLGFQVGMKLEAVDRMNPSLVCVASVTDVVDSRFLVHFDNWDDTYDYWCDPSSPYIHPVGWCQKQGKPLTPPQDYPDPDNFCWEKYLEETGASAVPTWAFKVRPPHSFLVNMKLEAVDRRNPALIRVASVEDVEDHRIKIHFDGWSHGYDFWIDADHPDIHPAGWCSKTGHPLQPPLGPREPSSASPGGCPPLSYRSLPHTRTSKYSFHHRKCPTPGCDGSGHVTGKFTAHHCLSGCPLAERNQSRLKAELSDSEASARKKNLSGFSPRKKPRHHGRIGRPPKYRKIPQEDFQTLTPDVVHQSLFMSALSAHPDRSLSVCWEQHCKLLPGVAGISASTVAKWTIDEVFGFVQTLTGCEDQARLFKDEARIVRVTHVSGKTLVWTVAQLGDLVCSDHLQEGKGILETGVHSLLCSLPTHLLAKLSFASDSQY
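Read-out is AlphaScreen signal from streptavidin donor and nickel chelate acceptor beads (10 ug/mL final each) bridging L3MBTL1 (50 nM) and biotinylated K9-monomethylated H3(1-15) peptide (75 nM), after 30 min compound exposure at room temperature.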
aGal spleen mod – inhibitors or activators of human alpha-galactosidase in spleen homogenate; P06280; actives 0.008% (n = 240,000); Potency, µM (series often up to 80 µM), inactives show at the top dose activity change, negative = inhibition, most hits filed as inhibitors; AID 2107; human spleen homogenate, 4MU-alpha-Gal fluorescence, 40 min;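 further: 0% = enzyme with vehicle and -100% = no enzyme basal signal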
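Fluorogenic readout (Ex 365/Em 440 nm) of 4-methylumbelliferone released from 1 mM 4-MU-alpha-galactoside by spleen homogenate, 40 min at 37C, pH 5.0. Data normalized to no-enzyme and enzyme controls; Hill-equation AC50 from compound titrations.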
Tau ThT inhib – inhibitors of human tau fibril formation, thioflavin T binding | recombinant tau K18 P301L (four-repeat tau fragment), heparin-induced fibrillization, ThT fluorescence | Potency, µM (highest dose often 57.4 µM), for inactives: at the highest dose activity, negative = inhibition, actives largely listed as inhibitors | actives 2.1% (n = 270,000) | AID 1460; further: nearly all actives have a fitted effect of over 55% in size
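K18 P301L tau (15 uM + 0.24 uM Alexa 594-tagged), heparin 20 uM, NaOAc pH 7, 6 h 37 C; ThT 30 uM, 1 h RT, ex 450/em 510 nm.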
An asterisk follows results filed as active; ? = inconclusive; · = not tested or not shown; & = joins results of further samples; [ ] = another dose, or the depositor's remark. Unless noted, the call rests on the fitted dose curve; in most records, active means well fitted curve in the direction sought with a large enough effect; inconclusive means small, poorly fitted or top-dose-only effect, or another doubt; inactive means no such curve, though single readings can be large; an effect the other way counts as inactive or inconclusive. Unless noted, on the % scale 0 is the no-effect control and ±100 the full control effect; potency means the concentration at half of the fitted maximal effect.

SMILES | TRb SRC2 PPI | Tau fluor counter | TexasRed fluor | Tau fibril FP | ALDH1A1 block | L3MBTL1 block | aGal spleen mod | Tau ThT inhib
CCN(CC)C(=O)CC(c1ccc(N(C)C)cc1)c1c(O)cc(OC)cc1OC (stereo unspecified) | 4.1%&1.4% | -2.1% | -3.3%&-3.6% | 1.7% | · | · | -10.2%&-4.8% | 0.3%
Cn1c(=O)c2c(nc(Oc3ccccn3)n2C)n(C)c1=O | -0.1% | 4.7% | -0.2% | -3.5% | 7.1% | -1.7% | -0.8% | 6.4%
Cc1ccc(-n2c3nc(=O)[nH]c(=O)c-3cc3cc([N+](=O)[O-])ccc32)cc1 | -4.6% | 1.8% | -8.6% | -2.0% | -0.5% | 40.9%[activator] | 9.4% | -0.3%
CCOc1cc(/C=N/NC(=O)c2ccncc2)ccc1OS(C)(=O)=O | 4.2%[53 µM] | 6.0% | -1.1%[53 µM] | -3.1% | -0.2% | 8.7% | -10.7% | 4.8%
O=S(=O)(NC1CCCCC1Sc1ncccn1)c1ccc(Cl)cc1 (stereo unspecified) | -11.4% | -0.8% | ? | 3.4% | ? | 8.8% | -13.1% | 3.1%
O=C(Oc1ccccc1)c1cccc(COC(=O)c2cnccn2)c1 | -8.6% | -10.4% | 1.5% | 1.7% | -0.4% | 1.2% | -0.3% | -10.7%
Cc1cccc(C(=O)n2nc(-c3cccnc3)nc2NCc2ccccc2)c1 | -15.2% | ? | 0.0089µM*[quencher] | -1.7% | · | · | · | ?
CCn1c(=O)c([N+](=O)[O-])c(N2CCN(Cc3ccc4c(c3)OCO4)CC2)c2ccccc21 | 8.9% | -21.6% | -1.2% | -4.3% | · | -3.7% | -3.8% | -18.9%
C=CCSC1=N/C(=C\c2ccc(C(=O)O)cc2)C(=O)S1 | 5.7% | -13.0% | -7.1% | ? | 3.55µM* | -22.8% | 4.7% | ?
COc1ccc(C2C(C#N)=C(N)OC3=C2C(=O)CC(C)(C)C3)cc1 (stereo unspecified) | 1.1%[53 µM] | 1.6% | -0.6%[53 µM] | -6.1% | 4.47µM* | -6.3% | -5.3% | 3.3%
Cc1cccc(C)c1NC(=O)Cn1nnc(S(=O)(=O)c2ccccc2)c1N | 4.4% | 6.4% | -14.2% | -9.5% | · | · | · | 3.7%
CCCNC(=O)CSc1nc2ccccc2nc1Cc1ccc(Cl)cc1 | 2.5% | 2.3% | -2.7% | -12.1% | · | · | · | 8.3%
COc1ccc([N+](=O)[O-])cc1N(CC(=O)N(C)C)S(C)(=O)=O | -0.9% | -10.4% | -0.6% | 1.3% | 10.0% | 0.1% | 0.9% | -9.9%
O=C(O)CCC(=O)N1CCC(n2nnc3cc(C(F)(F)F)ccc32)CC1 | -9.2% | -3.4% | 0.3% | 4.8% | · | · | -3.2% | ·
N=c1n(CCOc2ccccc2)c2ccccc2n1CCN1CCOCC1 | -1.5% | 9.9% | 0.2% | 11.1% | 8.6% | -4.5% | -3.8% | 1.6%
C/C(=N\NC(=O)Cc1c(C)[nH][nH]c1=O)c1ccc(Cl)c(Cl)c1 | 5.2% | -5.6% | -3.0% | -8.5% | ? | 1.3% | 9.0% | -9.2%
CC(C)(C)NC(=O)CSc1ccc(C(C)(C)C)cc1 | 8.4% | 0.2% | -2.0% | -0.2% | 3.4% | 3.2% | 5.9% | 5.1%
CCOC(=O)CCN1C(=O)[C@@H]2[C@H]3C(=CC[C@H]2C1=O)C(=O)[C@H]1O[C@H]1[C@H]3O | -6.4%[11.2 µM] | -24.1%[11.6 µM] | -3.1%[11.2 µM] | ? | ? | · | 2.8%[17.5 µM] | 3.98µM*
O=C(NNc1ccccc1)C(=O)NNS(=O)(=O)c1ccc([N+](=O)[O-])cc1 | 9.3% | 1.1% | 0.2% | 1.4% | 4.0% | 7.6% | 4.0% | -5.9%
CC1CCN(c2c(NCc3ccc(C(=O)NCc4ccccc4)cc3)c(=O)c2=O)CC1 | 8.9% | -21.7% | -2.1% | 5.5% | · | -11.3% | 3.0% | -8.2%
O=c1c2c(nc3c(-c4cccc(Br)c4)c[nH]n13)CCCC2 | 6.3% | -10.8% | 0.3% | 7.0% | 1.6% | 8.1% | -1.6% | ?
COCCCNC(=O)CNC(=S)N(Cc1ccc(F)cc1)C1CCCCC1 | 4.3% | -7.8% | -0.7% | -1.0% | ? | -2.9% | 6.5% | -2.6%
COc1ccccc1-c1cc2nc(C)c(CCC(=O)NCc3cccc(Cl)c3)c(C)n2n1 | -4.5% | -15.3% | ? | -3.4% | · | · | · | -13.0%
CCc1ccc(NC(=O)N2c3ccccc3Sc3ccccc32)cc1 | 6.7% | -15.0% | -0.9% | -5.3% | · | · | · | -12.4%
Cc1ccc(CNC(=O)CCc2c(C)nn(-c3ccc(N4CCCCC4)nn3)c2C)cc1 | 5.7% | -2.9% | -3.6% | 6.7% | · | · | · | -20.9%
COc1cc(NC(=O)Cn2c(=O)n(Cc3ccco3)c(=O)c3sc4ccccc4c32)cc(OC)c1 | -5.8% | 1.6% | 1.3% | ? | · | · | · | 7.5%
COc1ccccc1N1CCN(C(=O)C(Cc2ccccc2)NC(=O)C2CCCCC2)CC1 (stereo unspecified) | 1.1% | -10.3% | 1.9% | -2.1% | ? | -8.6% | 1.9% | -26.5%
CCOC(=O)c1ccc(NC(=O)CCn2nnc3ccccc32)cc1 | -10.4% | -6.2% | -2.0% | -7.9% | 15.0% | -2.7% | 4.7% | -16.3%
Cc1cc(OCC(=O)N(C(C)C)C(C)C)cc(C)c1Br | 6.9% | -14.2% | 0.1% | 0.7% | ? | 2.4% | -10.4% | -17.9%
CCCCC(=O)Nc1ccc(NC(=O)C2CC2)nc1 | -3.2% | 1.5% | -6.7% | 9.1% | -2.6% | 38.6%[activator] | -4.6% | 7.2%
CC12COC3(C(=O)Nc4nccs4)CC1CCC32C (stereo unspecified) | 1.4% | -5.6% | -0.1% | -3.1% | 4.8% | 3.2% | -6.5% | -7.3%
Cc1cccc(N2CCN(C(=O)CCc3nnc4n(CC(C)C)c(=O)c5ccccc5n34)CC2)c1C | -4.1% | -15.7% | ? | -8.9% | · | · | · | ?
COc1cccc(CNCC(O)(c2ccc(Cl)cc2)c2ccc(Cl)cc2)c1 | 5.8% | -24.0% | 2.8% | -5.6% | 0.1% | 27.3% | 9.1% | -6.2%
COC(=O)/C(C#N)=C/c1c(Oc2cc(C)cc(C)c2)nc2c(C)cccn2c1=O | -3.3% | -4.2% | 1.0% | 1.7% | 5.5% | -0.3% | -4.5% | -16.4%
COc1ccc(CCNC(=S)Nc2ccccc2C)cc1 | -2.9% | -6.8% | -1.5% | -1.1% | 4.0% | 1.0% | 3.7% | -8.3%
COc1ccc(-c2cccc(NS(=O)(=O)c3ccc(NC(C)=O)cc3)c2)nn1 | -6.2% | -3.1% | -8.3% | 2.1% | · | · | · | -0.2%
Cc1nn(CC(=O)N2c3ccccc3NC(=O)C2(C)C)c(C)c1[N+](=O)[O-] | -5.0% | -7.1% | 0.8% | -9.1% | -0.1% | -4.6% | -3.6% | -7.1%
C=C(C)c1cccc(C(C)(C)NC(=O)N2CC(C)OC(C)C2)c1 (stereo unspecified) | -4.5% | 7.4% | 1.0% | 1.3% | 5.5% | · | 4.5% | 2.5%
O=C(Nc1cnc2ccccc2c1)c1ccncc1 | 4.1% | 2.4% | -1.8% | 5.9% | ? | · | 3.9% | -4.7%
CCN(CC)S(=O)(=O)c1ccc(OC)c(NC(=O)c2cc3c(=O)n4ccccc4nc3s2)c1 | -11.7% | -6.6% | 1.9% | -4.8% | ? | 8.2% | 3.7% | 3.7%
CCN(CC)S(=O)(=O)c1ccc(-c2cc(C(=O)OC)sc2C(F)(F)F)cc1 | -3.0% | -3.1% | -0.8% | 5.5% | -6.2% | 34.0%[activator] | -3.3% | -0.1%
CCOC(=O)/C(C#N)=N/Nc1c(S(=O)(=O)Cc2ccco2)csc1C(=O)OC | -6.3% | -17.7% | -3.0% | 4.5% | -4.2% | 1.5% | -0.2% | -19.5%
Cc1nc(-c2ccc(C)c(N3CCN(C(=O)Nc4ccc(Br)cc4)CC3)c2)no1 | -1.6% | -25.7% | -30.2% | ? | · | · | · | 9.6%
Cc1cccnc1NC(=O)c1ccc([N+](=O)[O-])o1 | 6.7% | 0.5% | -1.7% | -1.3% | 86.6%[activator] | -3.5% | ? | -0.9%
COc1ccc(Cn2nnnc2C(c2cc3cc(C)cc(C)c3[nH]c2=O)N2CCOCC2)cc1 (stereo unspecified) | -18.4% | -7.1% | 3.3% | 6.6% | ? | -0.1% | -0.5% | -3.3%
COc1ccc(NC(=O)Cc2c(O)c3ccccc3[nH]c2=O)cc1 | 3.7% | -8.5% | 0.4% | 8.2% | ? | 1.3% | 3.6% | -17.4%
COc1ccc(/C=C(\NC(=O)c2ccccc2)C(=O)NC2CCS(=O)(=O)C2)cc1 (stereo unspecified) | 5.3% | -13.9% | 0.4% | -7.1% | · | · | 7.1% | ·
O=C(NCC1CCCO1)C(c1ccccn1)N(Cc1ccccc1Cl)C(=O)CN1C(=O)c2ccccc2S1(=O)=O (stereo unspecified) | 1.4% | -15.0% | -0.6% | -3.7% | ? | 1.0% | -11.3% | -13.3%
COC(=O)C1(C(=O)OC)NOC2C(=O)N(c3ccc(Cl)cc3Cl)C(=O)C21 (stereo unspecified) | -7.6% | -10.3% | 0.4% | -4.8% | ? | 10.5% | -10.1% | -15.3%
O=C(Nc1ccc(F)c(Cl)c1)c1ccc2c(=O)n3c(nc2c1)CCCCC3 | -3.7% | -19.0% | 0.4% | 11.2% | 25.1µM* | 6.7% | 1.5% | -9.2%

Compound profiles (already shown). Screens in order: TRb SRC2 PPI, Tau fluor counter, TexasRed fluor, Tau fibril FP, ALDH1A1 block, L3MBTL1 block, aGal spleen mod, Tau ThT inhib
Results for COc1ccc(NC(=O)Cc2c(O)c3ccccc3[nH]c2=O)cc1 : 3.7%, -8.5%, 0.4%, 8.2%, ?, 1.3%, 3.6%, -17.4%
Results for O=C(Nc1ccc(F)c(Cl)c1)c1ccc2c(=O)n3c(nc2c1)CCCCC3 : -3.7%, -19.0%, 0.4%, 11.2%, 25.1µM*, 6.7%, 1.5%, -9.2%
